Bioassay records (PubChem BioAssay)
CXXC DNA block – MLL CXXC-DNA interaction inhibition; Q03164; MLL-CXXC / FITC-HOXA9 DNA fluorescence polarization; Potency, µM (doses to about 115 µM), for the others: at the highest dose activity change, negative = inhibition, hits mostly inhibitors; 0.037% of 290,000 active; active means well fitted inhibition curve with a large enough effect in the polarisation, with a control signal flat, not every such curve was filed as active; inconclusive means small, poorly fitted or top-dose-only effect, or effect the other way, or a change in a side signal; inactive means no such curve, though single readings can be large or run the other way; the % refers to the polarisation; further: potency means the concentration at half of the fitted maximal effect
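Purified MLL-CXXC (added from a 7 uM solution) was preincubated 5 min at ambient with pinned compounds in 50 mM Tris-HCl pH 7.5, 50 mM NaCl, 1 mM DTT, 0.05% BSA. Fluorescein-labeled HOX-A9 DNA (50 nM solution) followed, 30 min, then polarization read.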
B2AR arrestin – beta2AR (human) beta-arrestin recruitment activity; P07550; beta-arrestin recruitment to beta2AR, cell-based reporter; Potency, µM (titrated, usually from 46.1 µM), for inactives: at the highest dose activation, most hits filed as activators; 0.02% of 330,000 active; AID 492947;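 further: potency means the concentration at half of the fitted maximal effect; 0% = DMSO controls and full agonism = EC100 isoproterenol or metaproterenol; nearly all actives have a fitted effect of over 65% in size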
Target sequence (P07550 whole entry, looked up): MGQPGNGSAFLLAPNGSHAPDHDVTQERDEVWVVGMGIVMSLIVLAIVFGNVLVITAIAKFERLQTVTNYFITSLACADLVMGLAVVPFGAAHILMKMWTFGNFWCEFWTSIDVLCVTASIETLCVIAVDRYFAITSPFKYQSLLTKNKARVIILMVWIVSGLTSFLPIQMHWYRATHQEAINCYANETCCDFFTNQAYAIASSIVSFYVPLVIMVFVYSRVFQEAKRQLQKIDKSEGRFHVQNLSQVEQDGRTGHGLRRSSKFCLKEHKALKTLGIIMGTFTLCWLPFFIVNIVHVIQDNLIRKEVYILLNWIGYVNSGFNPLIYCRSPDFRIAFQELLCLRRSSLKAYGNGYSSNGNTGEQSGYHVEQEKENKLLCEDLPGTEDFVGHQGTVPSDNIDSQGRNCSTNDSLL
PTAP TSG101 blk – blocks PTAP/TSG101 interaction to inhibit HIV-1 budding | Fluorescence polarization, FITC-PTAP peptide / Tsg101 binding | Potency, µM (titrated, usually from 115 µM), for the others: top-dose activity change, negative = inhibition, most hits filed as inhibitors | 340,000 tested, under 10 active | AID 493005; active means well fitted inhibition curve with a large enough effect in the main read-out, with a control signal flat, not every such curve was filed as active; inconclusive means small, poorly fitted or top-dose-only effect, or effect the other way, or a change in a side signal; inactive means no such curve, though single readings can be large or run the other way; further: potency means the concentration at half of the fitted maximal effect; % of control where 0% means no effect
Target sequence (Q99816 whole entry, looked up): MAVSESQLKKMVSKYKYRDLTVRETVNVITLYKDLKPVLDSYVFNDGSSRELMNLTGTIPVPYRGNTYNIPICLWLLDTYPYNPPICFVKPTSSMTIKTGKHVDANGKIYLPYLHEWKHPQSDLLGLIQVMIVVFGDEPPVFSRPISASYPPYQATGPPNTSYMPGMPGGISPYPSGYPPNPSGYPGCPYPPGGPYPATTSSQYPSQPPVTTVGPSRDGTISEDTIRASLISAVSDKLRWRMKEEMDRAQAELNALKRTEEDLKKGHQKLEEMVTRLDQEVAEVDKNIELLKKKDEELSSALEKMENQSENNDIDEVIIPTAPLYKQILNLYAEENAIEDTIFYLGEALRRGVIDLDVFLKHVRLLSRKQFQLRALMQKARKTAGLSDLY
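FP read-out: FITC-PTAP peptide, 50 nM final, binding Tsg101 binding domain, 10 uM final; 20 min, r.t.; 10 mM HEPES pH 7.5, 0.15 M NaCl, 0.01% Tween 20, 3 mM EDTA, 0.1 mM TCEP.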
a7 integrin act – activates integrin-mediated alleviation for muscular dystrophy | alpha7betagal myoblasts, beta-gal FDG fluorescence, 48 h | Potency, µM (titrated, usually from 38.3 µM), inactives show at the top dose activation, most hits filed as activators | 0.064% of 350,000 active;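 further: potency means the concentration at half of the fitted maximal effect; 100% = response of the positive control SU9516; nearly all actives have a fitted effect of over 60% in size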
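alpha7betagal+/- myoblasts (passage 13, 250/well) treated 48 h at 37C with compounds at 1:260 dilution of DMSO stock. Lysed, then beta-galactosidase activity read as FDG fluorescence (ex 480/em 540) after 30 min, with pre-read for autofluorescence.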
TCR act – activates T cell receptor signaling; primary human leukocytes, anti-CD3, IL-2 HTRF, 48 h; Potency, µM (doses to about 9.22 µM), inactives show at the highest dose activation of IL-2 secretion, usual class: activators; 330,000 tested, under 10 active; further: % of control where 0% means no effect
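48 hr co-incubation of compounds, a-CD3 beads and primary human leukocytes; IL-2 quantified homogeneously by HTRF with anti-IL-2 K and d2 conjugates.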
ELG1 repair inh – blocks ELG1-dependent DNA repair in HEK293T cells; HEK293T ELG1-luciferase reporter, luminescence, 16 h; DNA damage induced by 5-fluorouridine; 2.3% of 330,000 active; AID 504467; Potency, µM (highest dose often 46.1 µM), without a hit: at the highest dose activity change, negative = inhibition, most hits filed as inhibitors; further: potency means the concentration at half of the fitted maximal effect; on the % scale 0 is the no-effect control and ±100 the full control effect; nearly all actives have a fitted effect of over 55% in size
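In this reporter screen, reduction of luminescence relative to DMSO vehicle indicated activity. Compounds and 5-fluorouridine were added together to 2,000 cells per well, incubated for 16 hr at 37 °C, then developed with ONE-Glo.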
TRPV1 ag – human TRPV1 agonism. TRPV1-expressing cells, Fluo-8 calcium influx, agonist mode. activation, % at 8.33 µM. 0.19% of 320,000 active. AID 540275; in the data active means activation above about 80%; inconclusive means between about 30% and that limit; further: 0% is about no effect
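TRPV1-expressing cells were cultured overnight at 35.5C and loaded with Fluo-8 calcium dye for 40 to 90 min at room temperature. After a 10 s baseline, compound was added and calcium influx was read kinetically for 3 min (ex 480/em 520 nm).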
A-T KAP1 phos – candidate therapy for ataxia-telangiectasia; Potency, µM (doses to about 57.5 µM), inactives show top-dose activation, actives largely listed as activators; […] A-T fibroblasts, KAP-1 phosphorylation AlphaLISA; neocarzinostatin DNA damage 30 min before lysis; 0.19% of 320,000 active; AID 485349; further: potency means the concentration at half of the fitted maximal effect; % of control where 0% means no effect; nearly all actives have a fitted effect of over 45% in size
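ATM-like activity read as KAP-1 phosphorylation via AlphaLISA donor/acceptor antibody pairs after lysis and 6 hr at 25C. Cells were ATM-null patient fibroblasts ([…], hTERT), dosed 60 min, then exposed to the DSB inducer NCS for 30 min.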
p53 reactivator – mutant p53 re-activation in reporter cells; H1299 p53-A138V BP100-luciferase reporter, luminescence, 24 h; 0.063% of 320,000 active; Potency, µM (top dose mostly 92.2 µM), without a hit: at the highest dose activity change, positive = activation, most hits filed as activators; further: potency means the concentration at half of the fitted maximal effect; % of control where 0% means no effect; nearly all actives have a fitted effect of over 45% in size
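p53-null H1299 cells stably carrying temperature-sensitive p53-A138V and a BP100-luciferase reporter were pinned with compounds (4-point, 1:5 series) and held 24 hrs at 37 deg C. Luminescence was read 10 min after detection reagent.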
BRCA1 expr act – increases BRCA1 expression. MCF7-BRCA1-FFLuc reporter, luminescence, 48 h; response scale: scaled: vehicle 0%, 10 µM genistein 100%. Potency, µM (titrated, usually from 46.1 µM), for the others: at the top dose activation, actives largely listed as activators. 1.1% of 380,000 active. AID 624202; further: potency means the concentration at half of the fitted maximal effect; nearly all actives have a fitted effect of over 80% in size; some results filed as inactive show a strong effect at the top dose
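Compounds are tested at multiple concentrations on MCF7 BRCA1-luciferase reporter cells seeded at 2000 per well; after 48 h, a single luminescence end-point is taken and curves fitted to the normalized data.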
An asterisk follows results filed as active; u = inconclusive; x = no result given; [ ] = another dose, or the depositor's remark. Unless noted, the call rests on the fitted dose curve; in most records, active means well fitted curve in the direction sought with a large enough effect; inconclusive means small, poorly fitted or top-dose-only effect, or another doubt; inactive means no such curve, though single readings can be large; an effect the other way counts as inactive or inconclusive. Rows were taken by chance. Share with any hit: about 3.8%.

SMILES	CXXC DNA block	B2AR arrestin	PTAP TSG101 blk	a7 integrin act	TCR act	ELG1 repair inh	TRPV1 ag	A-T KAP1 phos	p53 reactivator	BRCA1 expr act
CCN(C(=O)CN(C)Cc1c(F)cccc1Cl)c1c(N)n(Cc2ccccc2)c(=O)[nH]c1=O	1%	-0.4%	-9%	-15%	-2%[46.1 µM]	7%	0	1%	-3%	35%
COc1cccc(NC(=O)C2CCCCC2)c1	-10%	0.2%	-1%	15%	-3%[46.1 µM]	u	u	1%	u	2%
COCCN(C(=O)COC(=O)C1CC1C)c1c(N)n(Cc2ccccc2)c(=O)[nH]c1=O (centres undefined)	x	-2.3%	-1%	0%	-3%	0%	1	-4%	3%	-9%
O=[N+]([O-])/C(Cl)=C(/NCCO)C(Cl)=C(Cl)Cl	x	x	-4%	3%	4%	x	x	x	x	-3%
CC(NC(=S)Nc1ccc(OC(F)F)cc1OC(F)F)C(C)(C)C (centres undefined)	4%	-0.5%	0%	u	2%[46.1 µM]	1%	u	-9%	9%	-30%
COc1ccc(CN(C)Cc2cc(=O)oc3cc(C)c(C(C)C)cc23)cc1OC	-1%	0.1%	-3%	-59%[inhibitor]	3%	18µM*	u	4%	-2%	-40%
CCOC(=O)c1c(N2C(=O)Nc3ccccc3N2O)n[nH]c1-c1cccc(Cl)c1	-6%	-0.3%	1%	10%	-2%	u	-8	5%	-5%	-4%
O=C(N/N=C\c1ccc(Cl)s1)c1ccc(Cn2cccn2)o1	3%	3.4%	-4%	4%	-5%[46.1 µM]	17%	u	8%	-5%	24%
COCC1CCN(Cc2nc(-c3ccc4c(c3)OCO4)no2)C1 (centres undefined)	-13%	-0.4%	-8%	6%	0%	u	0	0%	4%	u
O=C(CNS(=O)(=O)c1ccc(C(=O)N2CCCCC2)cc1)N1CCCCC1	-1%	0.2%	-2%	-18%	-4%	-22%	-4	-5%	1%	-23%
Cc1cccc(NC(=O)C2C3CCC4C(CCC32)C4(Cl)Cl)c1 (centres undefined)	4%	-0.3%	-1%	2%	-3%[46.1 µM]	3%	u	4%	-13%	-19%
COc1ccccc1C1C(C(C)=O)=C(C)N=c2s/c(=C\c3cc(OC)c(OC)c(OC)c3)c(=O)n21 (centres undefined)	3%	-0.4%	-4%	-30%	-5%[46.1 µM]	23µM*	2	-5%	10%	-77%
COc1ccc(CCNC(=O)C2CCCN2S(=O)(=O)c2cccc3nsnc23)cc1OC (centres undefined)	14%	0.1%	-3%	-1%	-1%	2%	0	-5%	-1%	3%
CN(C)CCCN(C(=O)c1ccc([N+](=O)[O-])o1)c1nc2cc3c(cc2s1)OCO3	14%	-0.3%	-5%	-44%	12%	10%	1	13%	3%	-71%
COC(=O)C1=C(N)N(c2ccccc2F)C2=C(C(=O)CC(C)(C)C2)C1c1ccc(OC)c(OC)c1 (centres undefined)	-1%	-0.3%	-4%	12%	6%[46.1 µM]	10%	0	0%	-4%	28%
O=C1c2cccc3c(N4CCCCC4)ccc(c23)C(=O)N1c1ccccn1	u	-0.8%	-5%	7%	-13%	11%	u	-1%	-5%	-18%
CC(=O)c1c(C)cc(C)c(CSc2nnc(-c3ccco3)o2)c1C	21%	0.1%	-2%	-9%	-7%	u	19	4%	2%	-29%
CCOC(=O)c1cnc(COc2ccc(OC)cc2)[nH]c1=O	-2%	0.0%	-1%	-6%	3%	0%	1	-2%	-1%	11%
O=C(CNC(=S)N(Cc1ccccc1F)C1CCCCC1)NCCN1CCOCC1	1%	0.0%	-1%	-17%	-2%	10%	5	-3%	2%	-1%
Cc1ccnc(NC(=O)c2cccc(S(=O)(=O)Nc3ccc(C)cc3C)c2)c1	x	0.0%	-11%	-5%	-3%[46.1 µM]	u	x	-7%	-2%	-44%
NS(=O)(=O)c1ccc(NC(=O)CSc2nnc(NC3CC3)s2)cc1	x	0.1%	-2%	4%	-4%	u	2	-2%	10%	1%
CC1CC(C)(C)CC2(C1)NC(=O)N(CC(=O)Nc1ccc(N3CCCCC3)cc1)C2=O (centres undefined)	3%	-0.1%	-1%	-10%	6%	21%	0	0%	-7%	-4%
Cc1ccc(C(=O)N2N=C(CC(C)C)CC2(O)C(F)(F)F)o1 (centres undefined)	5%	0.0%	1%	-5%	-28%	12%	6	-1%	6%	-12%
O=C(N/N=C/c1[nH]c2ccccc2c1Cl)c1cccc(Br)c1	3%	0.2%	-7%	0%	-5%	u	4	-1%	-4%	-11%
CC(C)n1cnnc1SCC(=O)NCC(=O)Nc1ccc(F)cc1	x	0.4%	-1%	44%	1%	5%	-1	-1%	1%	-4%

Quoted from the listing for reference:
SMILES	CXXC DNA block	B2AR arrestin	PTAP TSG101 blk	a7 integrin act	TCR act	ELG1 repair inh	TRPV1 ag	A-T KAP1 phos	p53 reactivator	BRCA1 expr act
CC1CC(C)(C)CC2(C1)NC(=O)N(CC(=O)Nc1ccc(N3CCCCC3)cc1)C2=O (centres undefined)	3%	-0.1%	-1%	-10%	6%	21%	0	0%	-7%	-4%
Cc1ccc(C(=O)N2N=C(CC(C)C)CC2(O)C(F)(F)F)o1 (centres undefined)	5%	0.0%	1%	-5%	-28%	12%	6	-1%	6%	-12%
O=C(N/N=C/c1[nH]c2ccccc2c1Cl)c1cccc(Br)c1	3%	0.2%	-7%	0%	-5%	u	4	-1%	-4%	-11%
CC(C)n1cnnc1SCC(=O)NCC(=O)Nc1ccc(F)cc1	x	0.4%	-1%	44%	1%	5%	-1	-1%	1%	-4%

Carrying on:
SMILES	CXXC DNA block	B2AR arrestin	PTAP TSG101 blk	a7 integrin act	TCR act	ELG1 repair inh	TRPV1 ag	A-T KAP1 phos	p53 reactivator	BRCA1 expr act
Cc1cc(NS(=O)(=O)c2cccs2)no1	1%	-0.2%	-4%	2%	x	1%	-4	5%	-3%	13%
COc1ccc(/C=N\NC(=O)COc2ccccc2)c(C(=O)O)c1OC	8%	-0.2%	0%	4%	-1%[46.1 µM]	19%	1	0%	-9%	4%
COC(=O)C(CC(C)C)NC(=O)c1cc(OC)c(OC)c(OC)c1 (centres undefined)	0%	0.2%	-5%	2%	x	4%	3	7%	-4%	16%
CC(C)CCNC(=S)NC1CCCC1	-1%	-0.2%	-4%	-10%	-1%	-4%	x	-4%	-2%	17%
COC(=O)CSc1nnc(CNc2ccc(F)cc2)o1	2%	-0.2%	-2%	-17%	-5%	8%	0	4%	2%	-4%
CSc1ccc(S(=O)(=O)N2CCC(C(=O)N3CCc4ccccc4C3)CC2)cc1	8%	0.3%	0%	-36%	5%	-9%	2	2%	-2%	-36%
COc1ccc(CN2C3CCCC2CC(NC(=O)Nc2ccccc2)C3)cc1 (centres undefined)	10%	-0.2%	-3%	-5%	5%[46.1 µM]	11%	0	2%	4%	11%
Cc1ccc(NC(=O)c2cccc(OCc3c(C)noc3C)c2)c(C)c1	8%	0.1%	-4%	7%	x	-29%	3	x	-10%	-7%
Cc1nnc(SCC(=O)Nc2ccc3c(c2)OCCO3)s1	18%	0.3%	-3%	6%	3%	5%	0	0%	6%	2%
CC(C)c1ccc(NC(=O)CN2CCN(C(=O)C3CCCO3)CC2)cc1 (centres undefined)	6%	-0.3%	-5%	23%	-3%	-2%	-1	9%	0%	-7%
COC(=O)C(Cc1ccc(O)cc1)NC(=O)C12CC3CC(CC(C3)C1)C2 (centres undefined)	5%	-0.2%	-1%	-2%	-3%	5%	4	-1%	-7%	-4%
COC(=O)c1c(-c2ccccc2)noc1-c1ccccc1	x	x	-2%	-17%	-1%	x	x	x	x	-1%
COc1ccc(-c2noc(N3CCC(C(=O)Nc4ccccc4F)CC3)n2)cc1	x	0.1%	-1%	0%	-3%	17%	u	-7%	4%	31%
COc1nccnc1NS(=O)(=O)c1ccc(N/C=C2\CCCCC2=O)cc1	3%	-0.2%	-1%	-13%	4%	13%	3	0%	1%	8%
CCCCOc1ccc(C(=O)NC)cc1	1%	-1.3%	-12%	3%	-3%	u	8	5%	0%	49%
CCCC(C(=O)NCC1CCCO1)N(C(=O)CNS(=O)(=O)c1ccccc1)c1ccc(F)cc1 (centres undefined)	0%	-0.5%	-3%	29%	0%	2%	0	-5%	-6%	-38%
COc1ccc(Cl)cc1Nc1nc(-c2sc(NC(=O)c3ccco3)nc2C)cs1	26%	0.5%	-3%	1%	-1%	u	-1	-2%	-5%	-28%
CCOC(=O)c1sc(N(Cc2ccccc2)C(=O)COC(=O)c2ccc(O)cc2)nc1C	14%	-1.0%	3%	-45%	3%[46.1 µM]	1.3µM*	2	18%	-11%	28%
COc1ccc(CN2CCC(C(N)=O)CC2)cc1OCc1ccccc1	-3%	0.0%	-2%	-11%	1%	0%	0	3%	-5%	-2%
COc1cc(-c2cc(=O)c3c(C)cc(O)cc3o2)cc(OC)c1OC	x	x	-1%	10%	-4%	x	x	x	x	-30%
CC1CC(C)(C)CC2(C1)NC(=O)N(CC(=O)N1CCN(S(=O)(=O)c3cccc(F)c3)CC1)C2=O (centres undefined)	x	0.0%	-5%	u	3%	-5%	x	22%	-3%	-5%
